Bioassay records deposited in PubChem by several laboratories.
bIAP activator: bovine intestinal alkaline phosphatase activators, primary screen, biochemical, bovine IAP, CDP-star luminescence; alkaline phosphatase, intestinal [Bos taurus]; hit rate 0.17% among 200,000; activation factor at 20 µM; purified bovine IAP, 30 min; stronger effect = higher value; fold of DMSO-control signal, blank-subtracted;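 active = activation factor of 2 or more at 20 µM, a signal rise over negative controls twice the positive control's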
TNAP inh hiacc: human TNAP enzyme inhibitors, primary screen, biochemical, luminescent, high phosphate acceptor level, uHTS | Alkaline phosphatase, tissue-nonspecific isozyme (Homo sapiens), P05186 | inhibition, % at 20 µM | purified TNAP, CDP-star luminescence, 1 M DEA | hit rate 0.03% among 200,000 | AID 1135, 2008;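 active = over 50% inhibition of tissue-nonspecific alkaline phosphatase at 20 µM in the single-dose screen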;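 note: plate controls were DMSO wells for no effect and EDTA-quenched wells as full inhibition for full effect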
Target sequence (P05186 whole entry, looked up): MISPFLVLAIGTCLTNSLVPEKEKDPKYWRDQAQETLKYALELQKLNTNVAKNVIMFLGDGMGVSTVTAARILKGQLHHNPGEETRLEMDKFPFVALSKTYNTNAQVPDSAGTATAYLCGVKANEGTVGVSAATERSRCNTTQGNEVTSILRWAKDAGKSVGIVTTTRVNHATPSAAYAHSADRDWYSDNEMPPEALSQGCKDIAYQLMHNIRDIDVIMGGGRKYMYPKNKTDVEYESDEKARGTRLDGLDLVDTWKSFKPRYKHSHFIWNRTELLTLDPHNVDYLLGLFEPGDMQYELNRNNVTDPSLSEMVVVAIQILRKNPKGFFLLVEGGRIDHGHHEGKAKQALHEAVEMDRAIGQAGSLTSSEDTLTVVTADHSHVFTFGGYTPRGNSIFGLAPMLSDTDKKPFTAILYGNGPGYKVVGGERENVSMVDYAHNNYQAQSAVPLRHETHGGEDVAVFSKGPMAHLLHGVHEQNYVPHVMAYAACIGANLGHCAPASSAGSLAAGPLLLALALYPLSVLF
PPARg SRC-2 ag: agonists of PPARg-SRC-2 recruitment, primary screen, biochemical, HTS | activation, % at 8 µM | PPARgamma LBD-SRC-2 recruitment | Peroxisome proliferator-activated receptor gamma (Homo sapiens), P37231 | hit rate 0.34% among 200,000; in the data active = activation above about 22%;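 note: 0% = vehicle and 100% = reference agonist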
Target sequence (P37231 whole entry, looked up, the tested form may be a part): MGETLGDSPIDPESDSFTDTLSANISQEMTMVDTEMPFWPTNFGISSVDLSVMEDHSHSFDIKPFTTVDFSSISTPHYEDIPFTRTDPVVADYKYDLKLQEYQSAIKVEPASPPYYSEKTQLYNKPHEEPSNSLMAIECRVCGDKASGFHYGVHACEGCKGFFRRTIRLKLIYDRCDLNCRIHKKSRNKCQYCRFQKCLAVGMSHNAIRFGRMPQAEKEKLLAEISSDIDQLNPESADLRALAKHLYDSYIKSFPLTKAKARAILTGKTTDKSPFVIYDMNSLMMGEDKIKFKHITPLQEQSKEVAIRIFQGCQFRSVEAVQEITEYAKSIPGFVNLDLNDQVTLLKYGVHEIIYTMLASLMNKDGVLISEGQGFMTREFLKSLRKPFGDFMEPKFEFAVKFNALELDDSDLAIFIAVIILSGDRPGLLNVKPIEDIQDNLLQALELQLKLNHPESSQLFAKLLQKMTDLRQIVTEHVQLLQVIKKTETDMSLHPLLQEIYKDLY
bIAP inh: bovine intestinal alkaline phosphatase inhibitors, primary screen, selectivity assay for TNAP inhibitor project, biochemical, bovine IAP, CDP-star luminescence; alkaline phosphatase, intestinal [Bos taurus]; 190,000 tested, under 10 active; purified bovine IAP, 30 min; inhibition, % at 20 µM; AID 1019, 2008;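 active = over 50% inhibition of intestinal alkaline phosphatase at 20 µM in the single-dose screen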
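Assay system: bovine IAP enzyme; medium: DEA buffer 100 mM, pH 9.8, with MgCl2 1.0 mM, ZnCl2 0.02 mM; doses: 20 µM single dose; incubation: enzyme reaction for 30 min at room temperature; detection: CDP-star luminescence signal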
PPARg SRC3 recr: PPARgamma agonists recruiting SRC-3 coactivator, primary screen, biochemical; activation, % at 8 µM; hit rate 0.26% among 200,000; biochemical PPARgamma/SRC-3 coactivator recruitment assay; AID 731, 2007; in the data active = activation above about 23%;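 note: 0% = DMSO and 100% = reference agonist; some compounds past the cut are filed as inactive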
TNAP act hi DEA: TNAP activators at high phosphate acceptor level, primary screen, biochemical, luminescence, uHTS | Alkaline phosphatase, tissue-nonspecific isozyme (Homo sapiens), P05186 | purified TNAP, CDP-star luminescence, 1 M DEA, 30 min; stronger effect = higher value; 0 = EDTA background, 1 = DMSO-only activity | activation factor at 20 µM | 200,000 tested, under 10 active | AID 1136, 2008;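 active = activation factor at least 2 at 20 µM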
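Dosing: 20 µM single point. System: human TNAP. Amount: TNAP 1/800 final. Incubation: 30 min, room temperature. Read-out: TNAP activation factor scaled between EDTA and DMSO control wells. Signal: luminescence from CDP-star hydrolysis. Medium: 1 M DEA, pH 9.8, Mg2+, Zn2+. Control set: EDTA negative control, DMSO positive control.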
TR-FRET SRC-2 ct: TR-FRET signal artefacts, primary screen, artefact control for PPARgamma SRC-2 agonist project, biochemical; TR-FRET artefact counter-screen; stronger effect = higher value; TR-FRET ratio at 8 µM; hit rate 0.4% among 200,000; in the data active = TR-FRET ratio above about 2000; note: inactives centre near 1500
Efa HMGR inh: inhibitors of E. faecalis class II HMGR, primary screen, biochemical, Enterococcus faecalis. HMG-CoA reductase (Enterococcus faecalis, mvaE). purified E. faecalis HMGR, NADPH absorbance 340 nm kinetic. inhibition, % at 10 µM. hit rate 0.41% among 190,000. AID 1066, 2008;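 active = inhibition above a set limit, the median over all tested compounds plus 3 SD, cut at about 9.5% in these data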;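 note: enzyme runs in reverse so mevalonate oxidation gives rising NADPH absorbance; 0% = complete reaction with DMSO and 100% = background rate lacking mevalonate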
TNAP inh noacc: human TNAP enzyme inhibitors, primary screen, biochemical, luminescent, no phosphate acceptor, uHTS. Alkaline phosphatase, tissue-nonspecific isozyme (Homo sapiens), P05186. purified TNAP, CDP-star luminescence, 30 min. inhibition, % at 20 µM. hit rate 0.26% among 200,000. AID 1012, 2008;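 active = tissue-nonspecific alkaline phosphatase inhibition above about 50% at 20 µM in the single-dose screen, limit read from the data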;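 note: 0% = DMSO negative control and 100% = EDTA positive control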
PPARg SRC-1 ag: PPARgamma agonists recruiting SRC-1 coactivator, primary screen, biochemical | hit rate 0.41% among 200,000 | PPARgamma-SRC-1 coactivator recruitment biochemical assay | activation, % at 8 µM; in the data active = activation above about 19%;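 note: 0% = DMSO and 100% = reference agonist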
The depositor's hits bear a star; . = not tested or not shown.

SMILES	bIAP activator	TNAP inh hiacc	PPARg SRC-2 ag	bIAP inh	PPARg SRC3 recr	TNAP act hi DEA	TR-FRET SRC-2 ct	Efa HMGR inh	TNAP inh noacc	PPARg SRC-1 ag
COc1ccc(Cl)cc1C(=O)OCC(=O)NC(=O)c1cccn1C	0.9	-6	7	11	-8	1.1	1504	1	23	1
CC(C)c1ccccc1NC(=S)NCc1ccncc1	0.9	0	1	14	0	1	1627	1	-11	1
COc1ccc(/C=C/C(=O)Nn2cnnc2)cc1	0.9	-4	-1	6	-5	1	1476	0	-7	-8
CCOC(=O)CSc1nc2cc3c(cc2cc1C#N)OCCO3	1	-6	0	-4	-2	1.1	1661	-8	-17	8
CCN(CC(=O)Nc1c(F)cccc1F)C(=O)CCc1ccc(OC)cc1	1.1	0	6	-6	-2	1	1560	-1	-8	9
Cc1ccc(-c2nc(CSCC(=O)N3CCOCC3)c(C)o2)cc1	1	-1	-4	3	-6	1	1625	-2	-17	2
O=C(C1CCCO1)N1CCN(C(=S)Nc2ccccc2F)CC1 (stereo not drawn)	1.1	-2	5	-14	3	1	1446	-1	-12	4
CSCC[C@H](NC(=O)NCCc1ccc(F)cc1)C(=O)O	1	-9	-5	-4	12	1.1	1553	1	-12	2
O=C(c1cnc2n(c1=O)CCS2)N1CCN(C(c2ccccc2)c2ccc(Cl)cc2)CC1 (stereo not drawn)	1	-5	3	-3	-1	1	1410	0	-11	-4
CC1CN(C2CCN(C(=O)c3ccccc3Cl)CC2)CC(C)O1 (stereo not drawn)	1.5	-2	10	-48	5	1	1708	-6	-1	1
CC(=O)Nc1c(C(=O)O)oc2ccc(Cl)cc12	1	-6	0	3	5	1.1	1466	-5	-13	2
O=[N+]([O-])c1ccc(N/N=C/c2ccc[nH]2)cc1	1.1	28	28*	-6	12	0.7	1763	-1	33	17
Nc1nc2ncc(-c3ccsc3)c(N)n2n1	1.1	-5	-4	-9	2	1.1	1467	-2	-57	-5
CCOC(=O)c1ccn(-c2nc(-c3ccco3)cc(C(F)(F)F)n2)n1	0.9	1	-3	10	8	1	1615	-1	-4	4
COc1cc2c3c(c1)c(C1=NC(=S)NC1=O)c(O)n3C(C)(C)C=C2C	0.9	-1	-2	14	-3	1	1414	-1	-16	0
Cc1onc(-c2ccccc2)c1C(=O)NCCN1CCOCC1	1	-6	4	-1	-7	1.1	1384	4	-5	0
Cc1ccccc1NC(=O)c1ccc(-n2cncn2)nc1	1	-4	4	-4	3	1	1533	-5	-12	1
CCc1cc(C(=O)NNC(=S)Nc2cc(C)ccc2C)cs1	1.6	0	10	-63	8	1	1537	-4	-177	4
CCOC(=O)C1=C(C)NC(SC(C)=O)=NC1c1ccc(OC(C)=O)c(OC)c1 (stereo not drawn)	0.8	-7	-4	16	14	1.1	1461	-10	-9	-6
Nc1cc(Cl)ccc1Oc1ccccc1	0.9	-4	-3	11	3	1	1568	2	-10	4
COc1cccc(CN2CCNC(=O)C2CC(=O)NCc2cn3cccc(C)c3n2)c1OC (stereo not drawn)	1.1	-5	6	-9	2	1	1676	-2	-10	3
Clc1ccc(COn2ccnc2)cc1Cl	0.9	-1	7	5	3	1	1588	0	-9	4
COc1ccc(/C=N/NC(=O)c2ccccc2F)cc1CN1CCN(c2ccc(F)cc2)CC1	0.9	-3	-1	7	5	1	1624	-3	-14	-1
CC(C)(C)NC(=O)COC(=O)c1ccc(NC(=O)CC#N)cc1	1	-5	4	2	2	1	1513	4	-8	4
C#CCNC(=O)C1CCN(c2cc(C)nc(-c3ccccc3)n2)CC1	1	-6	4	-4	-1	1.1	1593	5	-7	8

(more compounds)
SMILES	bIAP activator	TNAP inh hiacc	PPARg SRC-2 ag	bIAP inh	PPARg SRC3 recr	TNAP act hi DEA	TR-FRET SRC-2 ct	Efa HMGR inh	TNAP inh noacc	PPARg SRC-1 ag
COc1ccc(S(=O)(=O)N2CCC(c3cc(-c4cccc5ccccc45)n[nH]3)CC2)cc1	1.1	-2	-4	-9	-6	1	1430	6	-5	0
O=C(C1CC1)N1CCN=C1SCc1ccc(F)cc1	1	-4	-6	2	0	1	1458	-5	12	3
CCOC(=O)N1CCN(C(=O)c2ccc(CS(=O)(=O)c3c(Cl)cccc3Cl)o2)CC1	1	-2	-3	2	2	1	1575	-7	-5	-5
COc1cc(C2C3C(C)N(C)C(=O)N(C)C3N(C)C(=O)N2C)ccc1O (stereo not drawn)	1	-5	-8	0	0	1	1435	0	-11	-9
COc1ccc(/C=C(/NC(=O)c2ccccc2Cl)C(=O)O)cc1	1.1	-4	3	-6	4	1	1631	0	-10	1
O=C(CSCc1ccco1)NC1CCCC1	1	0	6	1	0	1	1516	-1	-10	0
O=C(COc1ncnc2ccc(Br)cc12)Nc1ccc(N2CCOCC2)cc1	1	-7	6	-1	7	1.1	1711	-1	8	7
CCOc1ccc2nc(NC(=O)C3CCN(S(=O)(=O)c4cnc[nH]4)CC3)sc2c1	1.2	-4	1	-16	-6	1	1543	-5	-9	-1
O=C(COc1ccccc1[N+](=O)[O-])N1CCC(Cc2ccccc2)CC1	1	0	0	2	-1	1	1766	-4	21	2
CCC(C(=O)OCC(=O)Nc1ccc(SC(F)F)cc1)c1ccccc1 (stereo not drawn)	0.7	-1	0	25	3	1	1778	-1	-7	-1
CCc1ccc(Nc2cc(C)nc3nc(C)nn23)cc1	1	-2	17	-5	8	1	1484	-6	-1	-3
COc1ccc(N(C)S(=O)(=O)c2cccc(C(=O)Nc3cc(OC)ccc3OC)c2)cc1	1	1	-2	3	2	1	1422	-2	-3	-5
CC1CC(=O)C2=C(C1)Nc1ccccc1N=C2 (stereo not drawn)	0.9	0	1	10	6	1	1747	-2	-18	8
COc1ccc(CNC(=O)Cc2ccc(OC)c(S(=O)(=O)N3CCOCC3)c2)cc1	1	-5	5	-4	4	1	1641	0	-14	7
COc1ccc(C(=O)C2CCCN(C(=O)c3cc4nc(C)cc(C)n4n3)C2)cc1F (stereo not drawn)	1	-1	3	-2	6	1	1538	-3	-2	11
CCOC(=O)C1C(=O)OC(C)(C)C1C(C)C(=O)c1ccc(C)cc1 (stereo not drawn)	1	-8	-1	5	1	1.1	1453	-2	-12	-7
CC(C)c1ccc(OCC(=O)Nc2cccc3c2CCCC3)cc1	1	-5	11	0	5	1.1	1594	-3	-11	9
CC(C)CN1CCN(Cc2cccn2-c2ccccn2)CC1CCO (stereo not drawn)	1	-8	-2	3	1	1.1	1534	1	-7	-2
CC(C)(C)c1[nH]nc2c1C(c1ccccc1OC(=O)N1CCOCC1)C(C#N)=C(N)O2 (stereo not drawn)	1.1	-2	4	-8	13	1	1617	-8	-8	0
Cc1nc(Oc2ccccc2)c2ccsc2n1	0.9	-3	-2	9	3	1	1513	0	-7	-2
COC(=O)c1ccc2c(c1)C(=O)/C(=C/c1ccc(C)cc1)O2	0.5	-3	3	45	2	1	1706	-5	-12	1
O=C(O)CCc1ccc(-c2ccc(Cl)cc2)n1CC(=O)O	0.9	-4	7	6	5	1	1541	-2	-22	7
Cc1nc2c(C(=O)NCc3ccc4c(c3)OCO4)c[nH]n2c(=O)c1Cl	1	-5	-3	4	-6	1.1	1577	4	-10	3
O=S(=O)(c1ccc(NC(=S)Nc2ccccc2)cc1)N1CCOCC1	1	1	3	2	3	1	1551	-4	3	1
COc1cccc2cc(C(=O)N3CCC(C)CC3)c(=O)oc12	1	-4	1	-1	-2	1	1513	0	-12	1

Brought forward from above: two entries, then new ones.
SMILES	bIAP activator	TNAP inh hiacc	PPARg SRC-2 ag	bIAP inh	PPARg SRC3 recr	TNAP act hi DEA	TR-FRET SRC-2 ct	Efa HMGR inh	TNAP inh noacc	PPARg SRC-1 ag
O=S(=O)(c1ccc(NC(=S)Nc2ccccc2)cc1)N1CCOCC1	1	1	3	2	3	1	1551	-4	3	1
COc1cccc2cc(C(=O)N3CCC(C)CC3)c(=O)oc12	1	-4	1	-1	-2	1	1513	0	-12	1
CCOc1ccccc1NC(=O)/C(C#N)=C/c1c(C)nn(-c2ccccc2)c1Cl	1	-2	3	4	1	1	1509	1	-2	1
COC(=O)C1CCN(c2ccc([N+](=O)[O-])cc2)CC1	0.9	11	-3	11	-2	0.9	1656	-2	5	4
CC(C)NC(=O)NC(=O)COC(=O)c1ncc(Cl)c(Cl)c1Cl	1	1	6	0	1	1	1684	-4	-10	7
O=C(CSc1n[nH]c(=O)[nH]c1=O)c1ccccc1	0.9	0	4	12	4	1	1609	-1	-7	3
C=CCOc1ccc(CNc2nn[nH]n2)cc1	0.9	-5	5	6	4	1.1	1479	-2	6	3
COc1cc(C(=O)NC2CCCC2)c(Br)c(OC)c1OC	0.9	-3	6	11	2	1	1651	-5	-5	0
CC(C)(C)NC(=O)C(=O)NNC(=O)c1ccc(C(C)(C)C)cc1	0.9	-3	-1	13	1	1	1642	-2	-155	6
COc1ccc(-c2cc(C(=O)O)no2)cc1	0.9	-1	6	6	2	1	1562	6	-4	-5
Cc1cc(O)c(NC(=O)c2cc([N+](=O)[O-])ccc2Cl)cc1C	1.2	-6	0	-22	3	1.1	1577	0	-3	1
O=C(Nc1ccc(C#Cc2ccccc2)cc1)C1CC1	0.8	1	-6	23	6	1	1414	0	-3	-2
O=C(CC1SC(=Nc2ccccc2F)N(CCN2CCOCC2)C1=O)Nc1ccc(F)cc1F (stereo not drawn)	1.1	-4	-4	-8	3	1	1574	3	-10	6
CNc1nc(Oc2ccc(C(=O)OC)cc2)nc(SC)n1	0.9	-4	9	6	-3	1	1532	1	-9	1
CC(=O)c1ccc(N2CCN(C(=S)Nc3ccccc3F)CC2)cc1	0.6	2	-13	39	-1	1	1477	0	-4	-5
COc1cc(OC)c(C(=O)Nc2ncn[nH]2)cc1OC	.	.	-3	.	-6	.	1364	.	.	-4
Cc1ccc(NC(=O)Nc2ccc3c(c2)N(C)C(=O)CS3)cc1C	1	-9	1	-5	8	1.1	1679	2	-22	6
Cc1cc(C(=O)NC(C)C2CCCO2)cs1 (stereo not drawn)	0.9	-6	8	6	9	1.1	1756	-3	-9	0
Cc1c(NC(=O)COC(=O)c2ccc(F)c(S(=O)(=O)N3CCOCC3)c2)c(=O)n(-c2ccccc2)n1C	1	-6	-4	4	2	1.1	1527	0	-4	3
CCCCOc1ccc(N(CC(=O)NCC2CCCO2)C(=O)CCC(=O)Nc2nccs2)cc1 (stereo not drawn)	1	-3	1	-4	6	1	1651	0	-1	0

Rows were taken by chance. Share with any hit: about 1.6%.
